CatB mix inh = human cathepsin B inhibition by mixtures. P07858. Purified cathepsin B, AMC dipeptide fluorescence, compound mixtures. inhibition, %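 (ten-compound pools at 5 µM per compound and 50 µM total)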. 62,000 tested, 0.06% active; in the data active means inhibition above about 22%, passing the limit was not always enough;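 further: 0% = enzyme without compound and 100% = no enzyme blank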
CatB block = inhibitors of human cathepsin B; purified cathepsin B, fluorogenic substrate, fluorescence; 63,000 tested, 0.1% active; P07858; inhibition, %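 (tested at 10 µM)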; AID 453; in the data active means inhibition above about 21%;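 further: 0% = enzyme with no compound and 100% = no enzyme blank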
CatS block = blocks human cathepsin S protease activity; P25774; recombinant cathepsin S, AMC dipeptide fluorescence, pooled mixtures; inhibition, %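 (tested at 5 µM per compound within 10-compound mixtures)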; 62,000 tested, 0.06% active; AID 501; in the data active means inhibition above about 32%, passing the limit was not always enough;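 further: 0% = enzyme without compound and 100% = blank without enzyme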
AP complement = alternative pathway complement inhibition, orthogonal assay. 62,000 tested, 0.08% active. inhibition, % at 5 µM. Human serum alternative complement pathway, LPS-coated ELISA, C3 deposition; tested in compound mixtures;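 active means inhibition above 30% in each of the two pooled mixtures holding the compound, so the lower value exceeds 30%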;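 further: 0% = serum in Mg-EGTA without compound and 100% = EDTA serum blank; some compounds past the cut are filed as inactive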
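Test system: human serum complement alternative pathway, C3 deposition onto LPS / Medium: Mg2+-EGTA GVB++ buffer containing human serum at 1:15 dilution / Probe or stimulus: Plate-bound LPS / Times: 1 h at 37 °C / Signal: ELISA with HRP anti-human C3 antibody, TMB substrate, absorbance 450 nm / Measure: percent inhibition / Repeats: two pool placements per compound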
CatG inh = cathepsin G (human) inhibition; P08311; inhibition, % at 5 µM (by protocol); 62,000 tested, 0.2% active; purified enzyme, AMC-tetrapeptide fluorescence, pooled mixtures;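 active means inhibition above 20% in each of the two mixture wells holding the compound; inactive means inhibition of 20% or less in either well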;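 further: 0% = enzyme control without mixture and 100% = blank lacking enzyme; strong numbers were not always called active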
E coli RNAP = inhibitors of Escherichia coli RNA polymerase | 62,000 tested, 0.2% active | inhibition, %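 (tested at 10 µM)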 | E. coli RNA polymerase, fluorescence transcription assay; in the data active means inhibition above about 20%;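 further: 0% = enzyme without compound and 100% = no enzyme blank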
FXIa inh mix = blocks human factor XIa in pooled compound mixtures. purified FXIa, fluorogenic substrate. inhibition, % at 5 µM. 62,000 tested, 0.19% active; in the data active means inhibition above about 20%, passing the limit was not always enough;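 further: each value is inhibition by a whole ten-compound pool holding the compound; 0% = enzyme with no mixture and 100% = wells lacking enzyme; strong numbers were not always called active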
CatL inh = inhibitors of human cathepsin L. inhibition, %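 (tested at 10 µM)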. P07711. AID 460. 58,000 tested, 0.17% active. purified cathepsin L, fluorogenic substrate, fluorescence; in the data active means inhibition above about 45%;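 further: 0% = enzyme with no compound and 100% = no enzyme blank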
Target sequence (P07711 114-288 limits assumed): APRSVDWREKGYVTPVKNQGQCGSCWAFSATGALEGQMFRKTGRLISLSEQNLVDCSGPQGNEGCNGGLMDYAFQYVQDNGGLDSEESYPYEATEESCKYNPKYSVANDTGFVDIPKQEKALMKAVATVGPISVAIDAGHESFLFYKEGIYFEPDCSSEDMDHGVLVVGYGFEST
Target sequence (P07711 292-333 limits assumed): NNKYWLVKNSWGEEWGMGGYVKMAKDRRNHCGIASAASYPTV
C1s inh = human complement C1s inhibition; P09871; purified C1s, fluorogenic AMC substrate, pooled mixtures; mean inhibition % of two 10-compound mixtures (active compounds read high), % at 5 µM (by protocol); 62,000 tested, 0.16% active; AID 538;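 active means inhibition above 20% in each of the two 10-compound mixture wells holding the compound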;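 further: 0% = enzyme wells lacking compound mixture and 100% = no-enzyme blank wells; some compounds called inactive have numbers as strong as hits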
Target sequence (P09871 16-437 limits assumed): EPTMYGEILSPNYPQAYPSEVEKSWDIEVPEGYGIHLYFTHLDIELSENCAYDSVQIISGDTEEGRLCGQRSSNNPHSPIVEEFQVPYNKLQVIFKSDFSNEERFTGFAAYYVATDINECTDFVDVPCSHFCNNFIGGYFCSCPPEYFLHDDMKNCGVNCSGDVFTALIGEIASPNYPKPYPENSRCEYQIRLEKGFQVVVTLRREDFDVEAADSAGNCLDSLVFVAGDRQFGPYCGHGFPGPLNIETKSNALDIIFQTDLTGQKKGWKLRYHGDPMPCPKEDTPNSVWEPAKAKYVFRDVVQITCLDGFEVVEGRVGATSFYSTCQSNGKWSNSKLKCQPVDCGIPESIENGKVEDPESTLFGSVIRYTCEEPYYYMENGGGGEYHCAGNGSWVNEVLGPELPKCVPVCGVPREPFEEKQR
Target sequence (P09871 438-688 limits assumed): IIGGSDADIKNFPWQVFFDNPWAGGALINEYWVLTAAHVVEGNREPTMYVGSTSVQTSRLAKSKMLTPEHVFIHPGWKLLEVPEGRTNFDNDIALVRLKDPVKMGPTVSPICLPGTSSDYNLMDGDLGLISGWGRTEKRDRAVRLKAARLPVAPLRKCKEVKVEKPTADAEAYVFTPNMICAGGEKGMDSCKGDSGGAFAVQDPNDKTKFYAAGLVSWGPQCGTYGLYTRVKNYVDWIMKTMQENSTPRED
* marks the source's active call; other numbers are inactive results; / = no result given.

Structure,CatB mix inh,CatB block,CatS block,AP complement,CatG inh,E coli RNAP,FXIa inh mix,CatL inh,C1s inh
CC(=NCC1CCCO1)c1c(O)n(-c2ccc(Cl)cc2)c(=O)[nH]c1=O (stereo unspecified),6,8,17,-10,-14,3,-3,8,-31
CCCCOc1ccc(CN2CCN(CCO)CC2)cc1,-8,3,-1,-2,4,6,-5,-2,-3
O=C(NCc1cccnc1)NC1CCCCC1,2,4,2,3,6,3,4,12,1
CCC(=NCc1ccco1)c1c(O)n(C2CCCCC2)c(=O)[nH]c1=O,-3,4,5,-1,-2,-5,3,6,9
CC1=CC(=O)C2=C(C)CC(O)C3C(C)C(=O)OC3C12 (stereo unspecified),5,-2,-1,17,-1,-1,1,10,3
Nc1ccccc1C(=O)OCCOc1ccccc1,-6,-3,-4,19,-1,-5,6,-10,-8
O=C(CCn1c(=O)oc2ccccc21)N1CCC2(CC1)OCCO2,2,15,10,-7,-9,6,2,17,-11
CCn1c(=O)cc(SCC(=O)N2CCC3(CC2)OCCO3)c2ccccc21,5,-3,0,16,4,-3,20,-5,0
COCc1cc(C2SCC(=O)Nc3c2c(=O)[nH]n3C(C)C)ccc1OC (stereo unspecified),3,7,17,-5,-4,9,2,4,-2
CC(C)c1ccc(O)c(CN2CCN(c3ccccc3)CC2)c1,-1,6,13,0,4,10,3,14,6
CC1CCCC(C2(O)C(=O)Nc3ccccc32)C1=O (stereo unspecified),-4,-4,9,7,1,2,9,11,-13
Cn1c(C(=O)O)c(CC(=O)N2CCN(Cc3ccccc3)CC2)c2ccccc21,5,2,-1,27,12,4,5,1,14

(cont.)
Structure,CatB mix inh,CatB block,CatS block,AP complement,CatG inh,E coli RNAP,FXIa inh mix,CatL inh,C1s inh
Cn1c(O)c(C=NCc2ccco2)c(=O)n(C)c1=O,-8,1,-3,13,-2,-2,-8,3,-45
CC(C)C[C@H](NC(=O)[C@@H]1CCCN1C(=O)[C@@H](N)Cc1ccc(O)cc1)C(=O)NCC(N)=O,3,/,5,3,11,12,12,0,13
O=C(NCC(c1cccnc1)N1CCN(c2ccccc2F)CC1)Oc1ccccc1 (stereo unspecified),3,7,9,-5,0,5,3,8,29
CC(C)n1nnnc1CN1CCN(C)CC1,3,-6,1,1,0,9,0,-13,2
O=c1[nH]c(=O)n(C2CCCCCC2)c(O)c1C=NCCCN1CCOCC1,0,2,-8,17,10,/,1,2,1
Nc1ccccc1C(=O)c1ccccc1,3,0,-1,28,7,4,2,0,-6
CCOC(=O)C1=C(C)OC(N)=C(C(=O)OCC)C12C(=O)Nc1ccc(Br)cc12 (stereo unspecified),-3,1,7,10,10,10,1,37,-7
CC(=NCCC1=CCCCC1)c1c(O)[nH]c(=O)[nH]c1=O,3,7,17,6,11,11,1,10,10
CC(C)(C)c1ccc(O)c(CN2CCN(c3ccccc3)CC2)c1,5,3,13,3,10,8,1,4,9
c1ccc2c(NC3=NCCS3)cccc2c1,2,2,17,1,-5,6,-2,5,-9
Cc1cccc(C)c1NC1=NCCCS1,6,1,0,20,14,4,2,3,9
O=c1[nH]c(=O)n(C2CCCCCC2)c(O)c1C=NCC1CCCO1 (stereo unspecified),-2,0,6,2,2,-3,9,2,2

Next entries follow:
Structure,CatB mix inh,CatB block,CatS block,AP complement,CatG inh,E coli RNAP,FXIa inh mix,CatL inh,C1s inh
COc1ccc(CCNCc2ccccn2)cc1OC,5,4,6,23,10,3,5,-3,-4
Cc1c(C(=O)N2CCC3(CC2)OCCO3)oc2ccccc12,6,-3,-2,13,1,4,4,-5,0
O[C@@H]1CCCC[C@H]1N1CCC(c2ccccc2)CC1,3,3,18,2,10,11,1,15,6
CCCCC1(CN2CCCC2=O)C(=O)NC(=O)NC1=O,1,0,4,22,-2,-5,14,3,-3
COc1cccc(OCC(=O)N2CCN(C)CC2)c1,5,0,-2,10,1,5,4,-9,1
CN(C)[C@@H]1C(=O)C(C(N)=O)=C(O)[C@@]2(O)C(=O)C3=C(O)c4c(O)cccc4[C@@](C)(O)[C@H]3[C@H](O)[C@@H]12,4,6,-1,13,-15,8,0,21,-6
CC(=NCc1cccnc1)c1c(O)n(-c2ccc(C)cc2)c(=O)[nH]c1=O,1,-1,-4,12,9,1,5,-7,10
O=c1[nH]c(=O)n(Cc2ccc(F)cc2)c(O)c1C=NCCCN1CCOCC1,-13,7,-12,-4,-32,3,-30,0,-189
CC(C)c1cccc(C(C)C)c1OCCn1ccnc1,2,4,-4,5,14,0,4,8,6
O=C(Cc1ccccc1)N1CCN(Cc2c[nH]c3ccccc23)CC1,2,-1,-4,42*,9,-10,5,-13,13
O=c1[nH]c(=O)n(CCC2=CCCCC2)c(O)c1C=NCCN1CCNCC1,1,2,-12,-15,10,7,7,14,10
CCOC(=O)C(O)(c1ccc(NC(=O)c2ccco2)c(OC)c1)C(F)(F)F (stereo unspecified),2,-3,-9,9,1,-1,10,-16,1

Later entries:
Structure,CatB mix inh,CatB block,CatS block,AP complement,CatG inh,E coli RNAP,FXIa inh mix,CatL inh,C1s inh
CCC(=NCCCN(C)C)c1c(O)n(-c2ccc(OC)cc2)c(=O)[nH]c1=O,0,4,-6,10,-7,-3,11,8,16
CCCCn1c(O)c(C(C)=NC(Cc2c[nH]c3ccccc23)C(=O)OC)c(=O)[nH]c1=O (stereo unspecified),4,3,3,-3,-1,5,-1,2,-4
O=C1NC(=O)N(C2CCCCC2)C(=O)C1C1c2ccccc2C(=O)N1Cc1ccccc1 (stereo unspecified),9,9,9,-3,-3,2,0,-21,-4
COC(=O)c1ccc(CN2CCN(Cc3ccccc3)CC2)cc1,-2,/,-3,13,8,4,-2,/,1
O=C(CCc1nc(-c2ccccc2F)no1)N1CCC2(CC1)OCCO2,2,-6,-12,8,-2,0,-19,6,-3
COc1cccc(OC)c1C1=NCC(=O)Nc2c1oc1ccc(Br)cc21,-3,-2,-3,6,-4,-2,9,/,-19
O=C1NC(=O)C(CCc2ccncc2)(C2CCCCC2)C(=O)N1,10,0,19,1,1,10,9,7,1
CN(C)c1ccc(NC(=O)CN2C(=O)CN=C(c3ccccc3)c3ccccc32)cc1,1,2,2,6,2,5,0,-6,2
O=C(c1ccc(CS(=O)(=O)c2ccccc2)o1)N1CCC2(CC1)OCCO2,-1,2,9,-11,-13,-11,-7,5,-30
CN(C(=O)Oc1cccc2cccnc12)c1ccccc1,3,0,4,26,7,3,0,10,-3
COc1ccccc1CN1CCCCC1c1cccnc1 (stereo unspecified),6,4,22,6,10,14,5,-1,59*
Clc1ccc(COC(Cn2ccnc2)c2ccc(Cl)cc2Cl)cc1 (stereo unspecified),4,/,-7,18,8,7,9,35,16

Next part
Structure,CatB mix inh,CatB block,CatS block,AP complement,CatG inh,E coli RNAP,FXIa inh mix,CatL inh,C1s inh
O=C(Cc1ccccc1)Oc1ccccc1N1C(=O)CCC1=O,4,6,-5,13,9,6,8,6,7
Cc1sc2ncn(CC(=O)N3CCC4(CC3)OCCO4)c(=O)c2c1C,2,3,5,8,5,2,3,22,-18
Cn1c2ccccc2c2c(C(=O)N3CCC4(CC3)OCCO4)cn(C3CCCCC3)c(=O)c21,-4,-2,5,0,-1,5,-4,/,-34
CC(=O)N1CCC2(CC1)CC(=O)c1cc(OCC(=O)N3CCN(C)CC3)ccc1O2,-2,-2,-7,7,3,-5,2,-64,-30
O=C(COc1ccc(Br)cc1)N1CCN(C2CCCC2)CC1,-3,3,2,1,10,7,3,14,2
O=C1C2CCCN2C(c2cccnc2)N1c1cccc(Cl)c1 (stereo unspecified),3,1,0,25,12,9,5,-5,14
O=P(C(c1c[nH]c2ccccc12)N1CCOCC1)(N1CCOCC1)N1CCOCC1 (stereo unspecified),3,2,-6,21,8,5,0,2,-5
CCN(c1ccc(C(O)(C(=O)OC)C(F)(F)F)cc1)S(=O)(=O)c1ccccc1 (stereo unspecified),1,0,-3,8,10,12,6,2,13
O=P(O)(O)COc1ccccc1O,7,3,7,5,-2,9,4,20,-18
CCCNC(=O)c1c(N)n(Cc2ccc3c(c2)OCO3)c2nc3ccccc3nc12,3,-5,25,7,0,-2,-2,-3,-21
CC1(C)CN=C(NCc2ccccc2Cl)S1,-2,-3,-14,10,0,-6,4,8,0
CC12CN3CC(C)(CN(C1)C3c1cccnc1)C2=O (stereo unspecified),1,/,16,16,2,-3,5,-6,-42

(listing goes on)
Structure,CatB mix inh,CatB block,CatS block,AP complement,CatG inh,E coli RNAP,FXIa inh mix,CatL inh,C1s inh
O=C1CC(N2CC=C(c3ccccc3)CC2)C(=O)N1c1ccc(F)cc1 (stereo unspecified),3,-4,-1,11,27,4,12,1,1
COc1cc(OC)cc(-n2nc(C(=O)N3CCC4(CC3)OCCO4)c3ccccc3c2=O)c1,-1,1,8,1,8,6,6,6,11
CC(C)N1CCC2(CC1)NC(CO)(CO)CO2,-6,4,-19,-1,-10,/,-23,24,-109
COc1ccc(CCn2c(O)c(C=NC3CC3)c(=O)[nH]c2=O)cc1OC,2,-2,17,-8,-3,4,1,8,4
CN(C)[C@@H]1C(=O)C(C(N)=O)=C(O)[C@@]2(O)C(=O)C3=C(O)c4c(O)cccc4[C@@](C)(O)[C@H]3C[C@@H]12,4,/,1,6,3,12,-6,17,-45
CCCC(C)C1C(C#N)=C(N)Oc2c1c(=O)oc1ccccc21 (stereo unspecified),6,1,3,9,11,5,4,-3,17
COc1ccc(CNCC(=O)N2CCC3(CC2)OCCO3)cc1,1,6,-10,9,7,7,1,6,5
CN(C)CCN=Cc1c(O)n(C2CCCCCC2)c(=O)[nH]c1=O,0,-1,-7,2,-14,/,-2,-4,-31
COC1=CC(=O)OC(/C=C/c2ccccc2)C1 (stereo unspecified),4,5,13,9,16,10,5,18,19
OCC1(CO)COC(c2cccnc2)N1 (stereo unspecified),9,0,-1,23,11,2,5,-2,19
CNC(=O)ON(C(=O)NC)C1N(C)C(=S)SC1(C)C (stereo unspecified),-7,-3,1,12,2,-1,5,0,2

Assay outcomes from PubChem BioAssay.

Some of the compounds tested. The share of hits here may be higher or lower than overall.
